Source: PubChem (Sanford-Burnham Center for Chemical Genomics)
ATG4B inhibitor: ATG4B protease inhibitors, primary screen, biochemical, fluorescence, uHTS; ATG4B cleavage of LC3-PLA2, NBD-HPC fluorescence, 1 h; inhibition, % at 8.33 µM; Cysteine protease ATG4B (Homo sapiens), Q9Y4P1; 340,000 tested, 0.51% active; in the data active = inhibition above about 40%
Target sequence (Q9Y4P1 whole entry, looked up): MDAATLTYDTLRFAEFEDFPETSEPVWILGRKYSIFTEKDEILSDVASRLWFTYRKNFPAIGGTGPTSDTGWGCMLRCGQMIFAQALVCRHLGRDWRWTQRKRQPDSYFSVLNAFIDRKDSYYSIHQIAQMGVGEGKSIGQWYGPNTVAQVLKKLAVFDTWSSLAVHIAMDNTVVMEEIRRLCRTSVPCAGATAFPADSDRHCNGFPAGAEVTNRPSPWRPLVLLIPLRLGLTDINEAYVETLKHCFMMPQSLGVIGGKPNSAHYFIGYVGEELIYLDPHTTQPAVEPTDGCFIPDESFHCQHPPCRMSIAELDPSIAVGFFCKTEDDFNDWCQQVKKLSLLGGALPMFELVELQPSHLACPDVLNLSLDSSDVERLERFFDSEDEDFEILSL
MIN6 prolif: inducers of MIN6 beta-cell proliferation, primary screen, ATP luminescence, uHTS. 330,000 tested, 0.29% active. MIN6 cells proliferation, ATPlite luminescence, 48 h; cells starved in 0.2% serum; 100% = growth in 10% serum. AID 2380, 2010. proliferation, % at 10 µM;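 active = compounds whose signal lies at least 3.5 SD above the mean of all wells on their plate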;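 note: 0% = DMSO-treated cells in low-serum medium and 100% = 10% serum control; some compounds called inactive have numbers as strong as hits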
hIAP act: human IAP activators, primary screen, biochemical, luminescence, uHTS; 330,000 tested, 0.16% active; AID 2524, 2010; activation factor at 10 µM; purified human IAP, CDP-Star luminescence, 30 min; active compounds read high; 1 = vehicle-only enzyme, 0 = enzyme-free background;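 active = activation factor of the enzyme at least 2-fold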; note: the source names both 10 and 20 µM as test concentration; values of inactives mirror those of a sister screen read the other way
hIAP block: human IAP inhibitors, primary screen, biochemical, luminescence, uHTS; inhibition, % at 10 µM; purified IAP, CDP-Star luminescence, 30 min; Intestinal-type alkaline phosphatase (Homo sapiens), P09923; 330,000 tested, 0.12% active; AID 2544, 2010;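 active = inhibition reaching a set limit with compound at 10 µM in the primary screen, cut at about 35% in these data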;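 note: plate controls were DMSO wells with enzyme for no effect and no-enzyme buffer wells for full effect; values of inactives mirror those of a sister screen read the other way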
mIAP inh: inhibitors of mouse IAP, primary screen, biochemical, luminescence, uHTS; purified mouse IAP, CDP-Star luminescence, 30 min; inhibition, % at 10 µM; 330,000 tested, 0.2% active; AID 2806, 2010;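 active = inhibition of at least 40% at 10 µM in the primary screen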;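 note: plate controls were DMSO with enzyme for no effect and no enzyme wells for full effect; values of inactives mirror those of a sister screen read the other way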
APOBEC3A inh: APOBEC3A ssDNA deaminase inhibitors, primary screen, selectivity assay for APOBEC3G inhibitor project, biochemical, FAM/TAMRA oligo cleavage fluorescence; AID 493011, 2011; recombinant A3A, FAM/TAMRA ssDNA deamination fluorescence; inhibition, % at 20 µM; DNA dC->dU-editing enzyme APOBEC-3A (Homo sapiens), P31941; 330,000 tested, 0.41% active;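 active = at least 40% inhibition at 20 µM here, with at most 30% in a related deaminase screen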;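 note: plate controls were A3A with DMSO for no effect and wells lacking A3A enzyme for full effect; some results filed as inactive read as strong as hits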
Target sequence (P31941 whole entry, looked up): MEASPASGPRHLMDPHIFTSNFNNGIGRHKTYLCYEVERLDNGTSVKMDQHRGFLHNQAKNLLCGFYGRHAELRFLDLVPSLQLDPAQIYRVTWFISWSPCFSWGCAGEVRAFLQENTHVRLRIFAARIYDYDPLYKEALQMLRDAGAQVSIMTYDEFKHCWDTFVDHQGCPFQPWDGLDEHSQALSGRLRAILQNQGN
mIAP activ: activators of mouse IAP, primary screen, biochemical, luminescence, uHTS; intestinal alkaline phosphatase [Mus musculus]; muIAP, CDP-Star luminescence, 30 min; active compounds read high; 1 = vehicle-only enzyme signal, 0 = enzyme-free wells; activation factor at 10 µM; 330,000 tested, 0.24% active; AID 2805, 2010;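 active = activation factor of at least 2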; note: the source names both 10 and 20 µM as test concentration; values of inactives mirror those of a sister screen read the other way
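System: Mouse IAP enzyme | Also added: CDP-Star substrate | Dosing: Compounds dispensed in DMSO | Schedule: 30 min enzyme-substrate-compound incubation at room temperature | Technique: Chemiluminescence readout | Control set: DMSO-only wells and no-enzyme negative control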
APOBEC3G inh: APOBEC3G DNA deaminase inhibitors, primary screen, biochemical, fluorescence, single-stranded DNA substrate, uHTS. DNA dC->dU-editing enzyme APOBEC-3G (Homo sapiens), Q9HC16. recombinant A3G, ssDNA deamination FAM/TAMRA fluorescence. inhibition, % at 20 µM. 330,000 tested, 0.28% active. AID 493012, 2011;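 active = inhibition of at least 40% at 20 µM, with no more than 30% in the related APOBEC3A deaminase screen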;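 note: plate controls were DMSO wells with A3G for no effect and wells lacking A3G enzyme for full effect; some compounds called inactive have numbers as strong as hits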
Target sequence (Q9HC16 whole entry, looked up): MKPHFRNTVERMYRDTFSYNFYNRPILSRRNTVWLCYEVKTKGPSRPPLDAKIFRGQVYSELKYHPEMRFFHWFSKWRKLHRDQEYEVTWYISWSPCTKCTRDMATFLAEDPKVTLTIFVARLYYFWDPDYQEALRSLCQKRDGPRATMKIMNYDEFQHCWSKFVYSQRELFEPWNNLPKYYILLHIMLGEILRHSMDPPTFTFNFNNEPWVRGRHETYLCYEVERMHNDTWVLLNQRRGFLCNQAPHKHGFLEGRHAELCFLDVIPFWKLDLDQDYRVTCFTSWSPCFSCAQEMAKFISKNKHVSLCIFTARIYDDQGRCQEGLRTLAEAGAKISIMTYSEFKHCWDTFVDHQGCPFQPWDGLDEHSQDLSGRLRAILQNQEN
MPTP block: mitochondrial permeability transition pore inhibitors, primary screen, biochemical, isolated mouse mitochondria, absorbance | AID 602449, 2012 | Ca2+ swelling absorbance, 30 min | inhibition, % at 10 µM | 360,000 tested, 1.4% active;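 active = inhibition of 50% or more, scaled per plate between neutral and stimulator controls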;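 note: 0% = DMSO wells given calcium and 100% = 1 mM EGTA wells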
The depositor's hits bear a star.

SMILES | ATG4B inhibitor | MIN6 prolif | hIAP act | hIAP block | mIAP inh | APOBEC3A inh | mIAP activ | APOBEC3G inh | MPTP block
CCOc1ccccc1CN(CCc1ccc2c(c1)OCO2)Cc1ccccn1 | 6 | -3 | 1 | -4 | -4 | -4 | 1 | -7 | -10
O=C(Nc1cccc(-c2cscn2)c1)C1CCN(Cc2ccsc2)CC1 | 0 | 3 | 1.4 | -40 | -46 | -2 | 1.5 | -5 | -0.4
CN1C(=O)c2ccccc2N(C)C1c1ccc2c(c1)OCO2 (stereo not drawn) | -3 | -3 | 1 | -3 | 2 | 0 | 0.98 | -1 | -0.8
Cc1cccc(OCC(=O)N/N=C/c2ccc(N(C)C)cc2)c1 | -4 | 0 | 0.99 | 1 | 0 | -5 | 1 | -10 | -0.6
CC(Oc1ccccc1)C(=O)NNS(=O)(=O)c1ccc([N+](=O)[O-])cc1 (stereo not drawn) | -9 | 3 | 1 | -3 | -1 | -3 | 1 | -5 | 1.3
COc1ccc(-c2c(C)oc3ccc(C)cc23)cc1 | -8 | -3 | 0.96 | 4 | 3 | -1 | 0.97 | -1 | 1.1
C[C@@]12CCC3[C@@](CCC4[C@@]3(C)CCC[C@@]4(C)C(=O)N3CCCCC3)(CC1=O)C2 (stereo partly drawn) | -5 | -4 | 1 | -4 | -6 | -2 | 1.1 | -10 | -2.0
O=[N+]([O-])/C=C/c1ccc2c(ccn2Cc2ccccc2)c1 | 5 | -5 | 0.94 | 6 | 10 | 2 | 0.9 | 2 | -2.9
O=C(Cc1ccccc1F)Nc1ccc(S(=O)(=O)Nc2ncccn2)cc1 | -5 | -3 | 1.1 | -9 | 3 | 4 | 0.97 | -2 | 1.1
Cc1ccc(-n2c(O)c(C=NC3CCS(=O)(=O)C3)c3ccccc3c2=O)cc1 (stereo not drawn) | -3 | -2 | 0.87 | 13 | 7 | -2 | 0.93 | -8 | -0.8
Cc1cc(C)n(-c2c(F)c(F)c(COC(=O)c3ccccc3)c(F)c2F)n1 | 1 | -4 | 0.92 | 8 | -4 | -8 | 1 | -2 | -7.8
O=C(CCN1CCCO1)N1CCCC(N2CCN(c3ccccc3F)CC2)C1 (stereo not drawn) | -5 | 0 | 1 | -2 | 9 | 1 | 0.91 | -1 | -0.4
O=C(OCC(=O)N1CCN(c2ccccc2)CC1)c1ccccc1[N+](=O)[O-] | 2 | -2 | 1 | -2 | 4 | -1 | 0.96 | -7 | 0.6
CCCCCn1c(=O)[nH]c2cc(C(=O)N3CCN(C(=O)OCC)CC3)ccc2c1=O | -6 | 1 | 1.1 | -6 | -8 | 3 | 1.1 | -5 | -1.1
Cn1nc(-c2ccccc2)c(C(=O)Nc2ccc(C(F)(F)F)cc2)c1Cl | 9 | -2 | 1.1 | -8 | -5 | -1 | 1.1 | -6 | -0.6
COCCCNC(=O)c1cccc(OC)c1OC | -6 | -1 | 1 | -5 | -4 | -1 | 1 | -3 | 0.5
COc1ccc(-c2cn3c(C)c(C(=O)NCCN4CCOCC4)sc3n2)cc1 | -12 | 1 | 0.92 | 8 | 2 | -5 | 0.98 | -6 | -0.7
O=C(C[n+]1cccc(CNC(=O)c2ccc(OC(F)F)cc2)c1)Nc1ccc(SC(F)F)cc1 | -10 | 2 | 0.87 | 13 | 2 | 2 | 0.97 | -6 | 2.7
CC(=O)NCCNC(=O)c1ccc(NC2=NC3CS(=O)(=O)CC3S2)cc1 (stereo not drawn) | -10 | -1 | 1.1 | -8 | -11 | -1 | 1.1 | -1 | 0.7
CC1=C(C(=O)Nc2ccc([N+](=O)[O-])cc2)C(c2cccc(C(F)(F)F)c2)NC(=S)N1c1ccccc1 (stereo not drawn) | -7 | -6 | 1.1 | -6 | 6 | -1 | 0.94 | -5 | 75*
CC(C)c1ccccc1NC(=O)c1ccc2ncsc2c1 | 0 | -2 | 1.1 | -10 | -4 | 0 | 1 | -7 | -0.8
c1cc(-c2noc(CC3CCCCC3)n2)ccn1 | 3 | 0 | 1 | -4 | -6 | 1 | 1.1 | -2 | -1.0
CCOC(=O)C1CCCN(C(=O)c2cc3cc(OC)c(OC)cc3[nH]2)C1 (stereo not drawn) | 0 | 3 | 1 | -2 | 3 | 0 | 0.97 | -4 | -0.4
C=CCC1NS(=O)(=O)O[C@H](CCCC)[C@@H]1O (stereo partly drawn) | -2 | -5 | 1 | -1 | -9 | 1 | 1.1 | -9 | -0.1

Part of the list above in a different format.
Second line of a record: ATG4B inhibitor	MIN6 prolif	hIAP act	hIAP block	mIAP inh	APOBEC3A inh	mIAP activ	APOBEC3G inh	MPTP block
- CC1=C(C(=O)Nc2ccc([N+](=O)[O-])cc2)C(c2cccc(C(F)(F)F)c2)NC(=S)N1c1ccccc1 (stereo not drawn)
    -7	-6	1.1	-6	6	-1	0.94	-5	75*
- CC(C)c1ccccc1NC(=O)c1ccc2ncsc2c1
    0	-2	1.1	-10	-4	0	1	-7	-0.8

New compounds follow:
SMILES | ATG4B inhibitor | MIN6 prolif | hIAP act | hIAP block | mIAP inh | APOBEC3A inh | mIAP activ | APOBEC3G inh | MPTP block
CN(C(=O)CSc1ncnc2sccc12)c1c(N)n(Cc2ccccc2)c(=O)[nH]c1=O | -13 | -1 | 0.92 | 8 | -11 | 13 | 1.1 | 1 | 0.6
O=C(O)c1ccc(C2SCC(=O)N2Cc2ccccc2)cc1 (stereo not drawn) | 3 | -1 | 0.88 | 12 | -2 | -7 | 1 | -7 | 2.0
CC1=NN(c2ccccc2)C(=O)C1C(=O)c1ccccc1 (stereo not drawn) | -1 | 0 | 0.93 | 7 | 2 | -2 | 0.98 | -4 | 0.4
COc1ccccc1NC(=O)C(=O)/C=C(\O)c1ccccc1 | -2 | -1 | 1.1 | -8 | -3 | 2 | 1 | 2 | -1.4
COc1cccc(-c2nc(NC(C)(C)C)c3ccccc3n2)c1O | 4 | -6 | 1 | -5 | 3 | -5 | 0.97 | -4 | 16
Cc1ccc(-c2cc(C(=O)Nc3ccc(S(=O)(=O)Nc4ncccn4)cc3)c3ccccc3n2)cc1 | 15 | 0 | 1 | -1 | 11 | 0 | 0.89 | -5 | -0.1
Cc1cccc(NC2=C(Cl)C(=O)OC2OC(C)C)c1 (stereo not drawn) | -5 | 2 | 1.1 | -13 | -5 | -1 | 1 | -11 | 1.6
CCn1cc(C(=O)NC2CC(C)(C)Cc3c2cnn3-c2cccc(F)c2)cn1 (stereo not drawn) | 2 | -2 | 1.1 | -13 | 5 | -1 | 0.95 | -1 | -1.1
CC(C)C(Nc1ccc(S(=O)(=O)N2CCOCC2)cc1[N+](=O)[O-])C(=O)O (stereo not drawn) | 8 | 0 | 1.1 | -7 | -8 | -3 | 1.1 | -6 | -0.8
CC(Nc1ccccc1N1CCCCC1)C(=O)N1CCc2ccccc21 (stereo not drawn) | -2 | -5 | 0.94 | 6 | 0 | 4 | 0.99 | -1 | 7.1
Cc1ccc(-c2csc(NCCn3c(-c4ccncc4)nc4ccccc43)n2)cc1 | -17 | -8 | 0.91 | 9 | -1 | -1 | 1 | 5 | 0.7
COc1ccc(C(=O)Nc2ccccc2C(=O)N/N=C/c2ccc(O)c(OC)c2)cc1 | -4 | -8 | 1.1 | -9 | 10 | -2 | 0.9 | -5 | -3.6
CC(C)OC(=O)C(C)Oc1ccc(C(=O)NCCc2ccccc2)cc1 (stereo not drawn) | -18 | -4 | 1 | -3 | 6 | -3 | 0.94 | -5 | -1.4
CC(NC(=O)COc1ccccc1)C1COc2ccccc2O1 (stereo not drawn) | -5 | -4 | 1 | -3 | -7 | -5 | 1.1 | -7 | -1.6
CS(=O)(=O)c1ccc(C(=O)NNC(=O)c2ccccc2-n2cccc2)cc1 | -4 | 0 | 0.92 | 8 | 3 | -5 | 0.97 | -6 | -1.7
CCN(CCN1CCCC1)C(=O)C1CCC(=O)N(CCCN2CCOCC2)C1 (stereo not drawn) | 5 | -3 | 1 | -3 | -4 | -1 | 1 | -3 | -0.2
Cc1[nH]n(C(N)=S)c(=O)c1N=Nc1ccccc1C(F)(F)F | 30 | -5 | 1.1 | -9 | 13 | -3 | 0.87 | -10 | 1.5
CC(C#N)Sc1ccc(S(=O)(=O)N2CCCCC2)cn1 (stereo not drawn) | 6 | -1 | 0.97 | 3 | 1 | -2 | 0.99 | -6 | -0.7
CCOc1ccc(/C=N/NC(=O)C(C)Sc2ccccn2)cc1OCC (stereo not drawn) | 3 | 5 | 1 | -1 | 11 | 1 | 0.89 | 0 | 1.2
COc1ccc(Cn2nnnc2C(c2cc(OC)ccc2OC)N2CCC(C(N)=O)CC2)cc1 (stereo not drawn) | -6 | -1 | 1.1 | -10 | 0 | 3 | 1 | -6 | -2.7
Cc1ccn2c(NC(=O)c3ccccc3)c(-c3cccs3)nc2c1 | -5 | -3 | 0.98 | 2 | -1 | -2 | 1 | -4 | -0.6
CCN(C(=O)CSc1n[nH]c(N)n1)c1cccc2ccccc12 | -7 | 2 | 1.3 | -30 | -1 | 3 | 1 | -2 | -1.3
CCOC(=O)C12CNC(=O)C(C(=O)OCC)(CNC1=O)C2 | 7 | -2 | 1.1 | -6 | 3 | -15 | 0.97 | -6 | -1.8

Entries listed so far containing a CF3 group (3):
SMILES | ATG4B inhibitor | MIN6 prolif | hIAP act | hIAP block | mIAP inh | APOBEC3A inh | mIAP activ | APOBEC3G inh | MPTP block
Cn1nc(-c2ccccc2)c(C(=O)Nc2ccc(C(F)(F)F)cc2)c1Cl | 9 | -2 | 1.1 | -8 | -5 | -1 | 1.1 | -6 | -0.6
CC1=C(C(=O)Nc2ccc([N+](=O)[O-])cc2)C(c2cccc(C(F)(F)F)c2)NC(=S)N1c1ccccc1 (stereo not drawn) | -7 | -6 | 1.1 | -6 | 6 | -1 | 0.94 | -5 | 75*
Cc1[nH]n(C(N)=S)c(=O)c1N=Nc1ccccc1C(F)(F)F | 30 | -5 | 1.1 | -9 | 13 | -3 | 0.87 | -10 | 1.5
